Pf growth 48h – Primary qHTS for delayed death inhibitors of the malarial parasite plastid, 48 hour incubation | actives 5.9% (n = 310,000) | P. falciparum luciferase growth in erythrocytes, 48 h | Potency, µM (titrated, usually from 28.7 µM), for inactives: top-dose activity change, negative = inhibition, usual class: inhibitors
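First compound was added to culture medium, then infected red cells at 0.1% parasitemia and 2% hematocrit (final). After incubation at 37 C under 5% CO2, luciferase detection reagent was dispensed and light output recorded.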
Pf growth 96h – Primary qHTS for delayed death inhibitors of the malarial parasite plastid, 96 hour incubation; P. falciparum luciferase reporter growth, 96 h; Potency, µM (doses to about 28.7 µM), without a hit: top-dose activity change, negative = inhibition, usual class: inhibitors; actives 6.9% (n = 320,000)
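P. falciparum expressing integrated firefly luciferase, in erythrocytes at 2% hematocrit, 0.05% parasitemia, incubated with compounds 96 h at 37 C, 5% CO2. Growth inhibition read as loss of luminescence; two-generation exposure targets delayed-death apicoplast inhibitors.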
LmPK inh – qHTS Assay for Inhibitors of Leishmania Mexicana Pyruvate Kinase (LmPK); purified LmPK, Kinase-Glo ATP luminescence, 1 h; Potency, µM (titrated, usually from 57.5 µM), for inactives: at the highest dose activity change, negative = inhibition, usual class: inhibitors; actives 0.37% (n = 290,000); AID 1721, 2009
Target sequence (Q27686 whole entry, looked up): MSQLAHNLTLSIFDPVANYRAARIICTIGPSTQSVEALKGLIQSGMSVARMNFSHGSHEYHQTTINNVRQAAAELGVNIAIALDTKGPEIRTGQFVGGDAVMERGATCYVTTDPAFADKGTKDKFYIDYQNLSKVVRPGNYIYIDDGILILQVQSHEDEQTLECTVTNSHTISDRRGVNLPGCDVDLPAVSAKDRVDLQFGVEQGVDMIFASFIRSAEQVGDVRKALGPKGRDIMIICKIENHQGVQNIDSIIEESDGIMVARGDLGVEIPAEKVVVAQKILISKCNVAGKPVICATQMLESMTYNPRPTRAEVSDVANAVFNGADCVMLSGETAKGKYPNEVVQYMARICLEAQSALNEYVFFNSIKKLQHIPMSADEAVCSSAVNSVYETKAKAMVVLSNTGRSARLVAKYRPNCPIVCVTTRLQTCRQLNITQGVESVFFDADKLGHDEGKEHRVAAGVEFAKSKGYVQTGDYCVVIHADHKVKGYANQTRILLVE
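Pyruvate kinase activity monitored as ATP production (luciferase luminescence). Conditions: 0.1 nM enzyme, 0.5 mM PEP, 0.1 mM ADP, 1 h, RT; normalized against uninhibited and no-enzyme wells.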
Sm TGR block – qHTS Assay for the Inhibitors of Schistosoma Mansoni Peroxiredoxins. purified TGR, DTNB reduction, TNB absorbance 405 nm. Potency, µM (doses to about 114 µM), for the others: top-dose activity change, negative = inhibition, most hits filed as inhibitors. actives 3% (n = 360,000). AID 485364, 2010; also: nearly all actives have a fitted effect of over 60% in size
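Kinetic colorimetric format: TGR-catalysed, NADPH-driven DTNB reduction monitored via TNB absorbance. Enzyme dispensed at 20 nM; compound exposure 15 min at room temperature before reaction start.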
HCV inhibitor – qHTS Assay for Inhibitors of Hepatitis C Virus (HCV); actives 3.4% (n = 340,000); AID 651820, 2012; Potency, µM (titrated, usually from 41.8 µM), for the others: at the top dose activity change, negative = inhibition, usual class: inhibitors; Huh7.5.1 HCVcc-Cre infection, luciferase reporter, 44 h
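A cell-based infection assay in which seeded cells (1,000 per well) receive test compound after 4 h, are inoculated with HCVcc-Cre at approximately 0.5 moi, and are incubated 44 h before luminescence detection.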
Tb PYK inh – qHTS of Trypanosoma Brucei Inhibitors | actives 0.12% (n = 410,000) | pyruvate kinase (Trypanosoma brucei), Q57TT1 | Potency, µM (top dose mostly 76.8 µM), for the others: top-dose activity, negative = inhibition, hits mostly inhibitors | TbPYK enzyme, Kinase-Glo Plus ATP luminescence, 45 min; also: nearly all actives have a fitted effect of over 50% in size
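In this concentration-response screen, enzyme-free wells defined baseline while DMSO plates tracked drift. Each reaction combined TbPYK, substrate, compound and 130 uM ADP for 45 min at room temperature. Kinase-Glo Plus luminescence gave the signal.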
Active calls of the source: *; ! = repeats disagree; [ ] = remark or other dose. Calls follow the shape of the dose curve; as a rule, active = well fitted curve in the direction sought with a large enough effect; inconclusive = small, poorly fitted or top-dose-only effect, or another doubt; inactive = no such curve, though single readings can be large; an effect the other way counts as inactive or inconclusive. % is scaled to controls: 0 for no effect and ±100 for the full control effect; potency is read from the fitted curve at half-maximal effect.

How did Cc1ccc(CN(C)C(=O)COC(=O)CSc2ccc(C(N)=O)cc2[N+](=O)[O-])cc1 do in these assays?
Pf growth 48h: 40.2%[activator]; Pf growth 96h: 3.2%; Sm TGR block: -16.0%; HCV inhibitor: -6.7%; Tb PYK inh: -1.3%

What do the screens show for `O=C(Nc1cccc(Cl)c1N1CCOCC1)c1cccnc1Cl`?
Pf growth 48h: 7.5%; Pf growth 96h: 16.4%; LmPK inh: 0.7%; Sm TGR block: -0.6%; HCV inhibitor: 17.0%; Tb PYK inh: 0.4%

How did CC(NC(=S)Nc1ccc(OC(F)F)cc1OC(F)F)C(C)(C)C (stereo not given) do in these assays?
Pf growth 48h: inconclusive; Pf growth 96h: inconclusive; LmPK inh: 3.6%; Sm TGR block: -25.7%; HCV inhibitor: inconclusive; Tb PYK inh: 0.7%

Results for CCCOc1ccc(/C=C/C(=O)Nc2ccc([N+](=O)[O-])cc2)cc1 ?
Pf growth 48h: inconclusive; Pf growth 96h: inconclusive; LmPK inh: -0.7%; Sm TGR block: -24.7%; HCV inhibitor: 3.55µM*; Tb PYK inh: -2.6%

How did Cc1sc2nc(COC(=O)c3ccc(N4CCCC4)c([N+](=O)[O-])c3)[nH]c(=O)c2c1C do in these assays?
Pf growth 48h: 2.0%; Pf growth 96h: 62.3%[activator]; LmPK inh: -0.5%; Sm TGR block: -2.6%; HCV inhibitor: inconclusive; Tb PYK inh: 3.7%

Results for C[C@@H](NC(=O)[C@@H]1Cc2ccccc2CN1)C(=O)Nc1ccc2c(c1)OCCO2 ?
Pf growth 48h: 103.3%[activator]; Pf growth 96h: 142.5%[activator]; LmPK inh: -2.1%; Sm TGR block: -15.3%; HCV inhibitor: 12.7%; Tb PYK inh: inconclusive

How did C/C(CCc1ccc2c(c1)OCO2)=N\NC(=O)c1ccccc1Cl do in these assays?
Pf growth 48h: 16.4%; Pf growth 96h: 0.0%; LmPK inh: -0.8%; Sm TGR block: 1.6%; HCV inhibitor: -8.7%; Tb PYK inh: 1.7%

Results for Cn1c2ccc(F)cc2c2ncn(CCCN(CCO)CCO)c(=O)c21 ?
Pf growth 96h: inconclusive; LmPK inh: 1.5%; Sm TGR block: -14.0%; HCV inhibitor: -12.5%; Tb PYK inh: -6.6%

What do the screens show for `CCOC(=O)Cc1c(Sc2ccccc2)c2ccccc2n1C`?
Pf growth 48h: inconclusive; Pf growth 96h: inconclusive; LmPK inh: -8.1%; Sm TGR block: -0.9%; HCV inhibitor: 1.8%; Tb PYK inh: 0.0%

Results for CCCNC(=O)CN1C(=O)COc2ccc(S(=O)(=O)N3CC(C)CC(C)C3)cc21 (stereo not given) ?
Pf growth 48h: 17.2%; Pf growth 96h: inconclusive; LmPK inh: 1.0%; Sm TGR block: -1.9%; HCV inhibitor: -13.3%; Tb PYK inh: -3.2%

What do the screens show for `S=C(Nc1ccccc1Cl)N(Cc1ccccc1)Cc1ccccn1`?
Pf growth 48h: inconclusive; Pf growth 96h: 1.04µM*; LmPK inh: -5.7%; Sm TGR block: 0.2%; HCV inhibitor: 10.4%; Tb PYK inh: -0.4%

Results for O=C(CNc1ccccc1)N/N=C/c1ccc2c(c1)OCO2 ?
Pf growth 48h: 10.7%; Pf growth 96h: 24.4%; LmPK inh: 3.7%; Sm TGR block: -10.5%; HCV inhibitor: 3.8%; Tb PYK inh: -12.6%

Results for Cc1ccc(S(=O)(=O)NCCNC(=O)C2CCCNC2=O)cc1 (stereo not given) ?
Pf growth 48h: -7.7%; Pf growth 96h: -1.7%; LmPK inh: -8.6%; Sm TGR block: -12.3%; HCV inhibitor: 0.2%; Tb PYK inh: 1.0%

How did COc1ccc(-c2cc(CNC(C)=O)on2)cc1 do in these assays?
Pf growth 48h: 47.9%[activator]; Pf growth 96h: 28.7%; LmPK inh: 2.8%; Sm TGR block: -32.0%; HCV inhibitor: -5.6%; Tb PYK inh: 1.2%

What do the screens show for `Nc1nc(SCc2ccccc2Cl)ns1`?
Pf growth 48h: 17.0%; Pf growth 96h: 4.3%; LmPK inh: 3.6%; Sm TGR block: -2.2%; HCV inhibitor: 9.4%; Tb PYK inh: 2.4%

Results for N#C/C(=C(/O)COC(=O)c1ccc(Cl)c(S(=O)(=O)N2CCOCC2)c1)c1nc2ccccc2[nH]1 ?
Pf growth 48h: 14.1%; Pf growth 96h: -12.3%; LmPK inh: 2.4%; Sm TGR block: -1.9%; HCV inhibitor: 4.8%; Tb PYK inh: -6.9%

What do the screens show for `Nc1ncnc2nc(SCc3ccc(Cl)cc3Cl)[nH]c12`?
Pf growth 96h: inconclusive; LmPK inh: -3.2%; Sm TGR block: -15.9%; HCV inhibitor: 4.7%; Tb PYK inh: -6.2%

What do the screens show for `O=C(COC(=O)CN1C(=O)C2CCCCC2C1=O)Nc1cc(F)ccc1F` (stereo not given)?
Pf growth 48h: 44.9%[activator]; Pf growth 96h: -1.5%; Sm TGR block: 1.1%; HCV inhibitor: -15.1%; Tb PYK inh: -6.3%

What do the screens show for `Cc1csc(Sc2ccc(S(=O)(=O)N3CCCC3)cn2)n1`?
Pf growth 48h: -28.2%; Pf growth 96h: -17.4%; LmPK inh: 0.6%; Sm TGR block: -9.4%; HCV inhibitor: -9.6%; Tb PYK inh: 4.3%

What do the screens show for `CN(C(=O)CN(CCO)CC(=O)N(C)C(C)(C)Cc1ccccc1)C(C)(C)Cc1ccccc1`?
Pf growth 48h: 9.28µM*!; Pf growth 96h: inconclusive; Sm TGR block: -11.3%; HCV inhibitor: inconclusive; Tb PYK inh: -0.2%

Copied from the results shown (six entries):
How did Cc1ccc(CN(C)C(=O)COC(=O)CSc2ccc(C(N)=O)cc2[N+](=O)[O-])cc1 do in these assays?
Pf growth 48h: 40.2%[activator]; Pf growth 96h: 3.2%; Sm TGR block: -16.0%; HCV inhibitor: -6.7%; Tb PYK inh: -1.3%

What do the screens show for `O=C(Nc1cccc(Cl)c1N1CCOCC1)c1cccnc1Cl`?
Pf growth 48h: 7.5%; Pf growth 96h: 16.4%; LmPK inh: 0.7%; Sm TGR block: -0.6%; HCV inhibitor: 17.0%; Tb PYK inh: 0.4%

How did CC(NC(=S)Nc1ccc(OC(F)F)cc1OC(F)F)C(C)(C)C (stereo not given) do in these assays?
Pf growth 48h: inconclusive; Pf growth 96h: inconclusive; LmPK inh: 3.6%; Sm TGR block: -25.7%; HCV inhibitor: inconclusive; Tb PYK inh: 0.7%

Results for CCCOc1ccc(/C=C/C(=O)Nc2ccc([N+](=O)[O-])cc2)cc1 ?
Pf growth 48h: inconclusive; Pf growth 96h: inconclusive; LmPK inh: -0.7%; Sm TGR block: -24.7%; HCV inhibitor: 3.55µM*; Tb PYK inh: -2.6%

How did Cc1sc2nc(COC(=O)c3ccc(N4CCCC4)c([N+](=O)[O-])c3)[nH]c(=O)c2c1C do in these assays?
Pf growth 48h: 2.0%; Pf growth 96h: 62.3%[activator]; LmPK inh: -0.5%; Sm TGR block: -2.6%; HCV inhibitor: inconclusive; Tb PYK inh: 3.7%

Results for C[C@@H](NC(=O)[C@@H]1Cc2ccccc2CN1)C(=O)Nc1ccc2c(c1)OCCO2 ?
Pf growth 48h: 103.3%[activator]; Pf growth 96h: 142.5%[activator]; LmPK inh: -2.1%; Sm TGR block: -15.3%; HCV inhibitor: 12.7%; Tb PYK inh: inconclusive

Next part:
How did COc1ccc(C(c2nnnn2Cc2cccs2)N2CCN(c3ccc(F)cc3)CC2)cc1OC (stereo not given) do in these assays?
Pf growth 48h: 5.86µM*; Pf growth 96h: 13.1µM*; LmPK inh: 2.1%; Sm TGR block: inconclusive; HCV inhibitor: -20.5%; Tb PYK inh: -1.4%

How did O=C1CN(C(=O)c2ccccc2F)C(c2ccccc2)c2cc(Cl)ccc2N1 (stereo not given) do in these assays?
Pf growth 48h: -33.0%; Pf growth 96h: 0.0%; LmPK inh: 1.6%; Sm TGR block: 3.4%; HCV inhibitor: -1.0%; Tb PYK inh: -6.7%

Results for COc1cc(/C=N/NC(=O)c2nnn(-c3nonc3N)c2C(C)C)ccc1O ?
Pf growth 48h: 13.3%; Pf growth 96h: -12.3%; LmPK inh: -12.9%; Sm TGR block: -6.8%; HCV inhibitor: inconclusive; Tb PYK inh: 1.0%

How did O=C1c2ccccc2C(Nc2cccc(C(F)(F)F)c2)N1Cc1ccco1 (stereo not given) do in these assays?
Pf growth 96h: 4.3%; LmPK inh: 2.5%; Sm TGR block: 0.0%; HCV inhibitor: inconclusive; Tb PYK inh: 2.9%

What do the screens show for `COc1cc(S(N)(=O)=O)c(OC)cc1N`?
Pf growth 48h: 22.4%; Pf growth 96h: 40.6%[activator]; LmPK inh: -4.9%; Sm TGR block: 12.5%; HCV inhibitor: -3.7%; Tb PYK inh: 2.4%

How did CC1CN(C(=O)c2cc3cc([N+](=O)[O-])ccc3s2)CC(C)O1 (stereo not given) do in these assays?
Pf growth 48h: 8.3%; Pf growth 96h: -0.1%; LmPK inh: -0.7%; HCV inhibitor: 0.6%; Tb PYK inh: 4.1%

What do the screens show for `Cc1ccc(NC(=O)CN2C(=O)NC(Cc3ccccc3)C2=O)cc1Cl` (stereo not given)?
Pf growth 48h: -22.8%; Pf growth 96h: -27.0%; Sm TGR block: -1.7%; HCV inhibitor: 6.4%; Tb PYK inh: -3.2%

Results for O=C(Nc1ncc(Cc2ccccc2Cl)s1)C1=NCCN1 ?
Pf growth 48h: -73.0%; Pf growth 96h: inconclusive; LmPK inh: -0.2%; Sm TGR block: 0.2%; HCV inhibitor: inconclusive; Tb PYK inh: -0.3%

What do the screens show for `COc1ccc(/C(O)=C2/C(=O)C(=O)N(CCCN(C)C)C2c2cccnc2)cc1` (stereo not given)?
Pf growth 48h: -0.4%; Pf growth 96h: -1.0%; LmPK inh: 10.9%; Sm TGR block: -35.5%

Results for Cc1cccc(N2CCN(C(=O)c3cccc(N4C(=O)C5C6C=CC(C6)C5C4=O)c3)CC2)c1C (stereo not given) ?
Pf growth 48h: inconclusive; Pf growth 96h: inconclusive; LmPK inh: 3.0%; Sm TGR block: -3.9%; HCV inhibitor: 3.2%; Tb PYK inh: 3.0%

What do the screens show for `OCC[C@@H]1C[C@@H](O)[C@H](O)[C@]2(Cc3ccccc3O2)O1`?
Pf growth 48h: 31.8%[activator]; Pf growth 96h: 10.6%; LmPK inh: -4.0%; Sm TGR block: 3.3%; HCV inhibitor: 12.9%; Tb PYK inh: -5.4%

How did [O-][n+]1c2ccccc2c2n1CCN=C2c1ccc(Cl)cc1 do in these assays?
Pf growth 48h: inconclusive; Pf growth 96h: 45.5%[activator]; Sm TGR block: -14.3%; HCV inhibitor: 17.9%; Tb PYK inh: -7.3%

Results for COc1ccc(C2(C)NC(=O)N(CC(=O)Nc3ccc4c(c3)CCC4)C2=O)cc1OC (stereo not given) ?
Pf growth 48h: inconclusive; Pf growth 96h: inconclusive; Sm TGR block: -2.3%; HCV inhibitor: inconclusive; Tb PYK inh: -2.6%

How did CCOC(=O)C1=C(N)Oc2cc(C)[nH]c(=O)c2C1c1ccncc1 (stereo not given) do in these assays?
Pf growth 48h: 19.4%; Pf growth 96h: inconclusive; LmPK inh: -5.0%; Sm TGR block: -2.3%; HCV inhibitor: 17.3%; Tb PYK inh: -7.1%

The order is random, and some 16% of all compounds hit somewhere here.
